Screening results: PubChem BioAssay, National Center for Advancing Translational Sciences (NCATS)
MBNL1-CUG inh: qHTS Assay for Inhibitors of MBNL1-poly(CUG) RNA binding. Potency, µM (top dose mostly 57.5 µM), without a hit: top-dose activity change, negative = inhibition, most hits filed as inhibitors. Muscleblind-like protein 1 (Homo sapiens), Q9NR56. AID 2675, 2010. 0.036% of 280,000 active. TR-FRET MBNL1-His/biotin-(CUG)12 binding, 665/545 ratio; active = well fitted inhibition curve with a large enough effect in the signal ratio, with a control signal flat, not every such curve was filed as active; inconclusive = small, poorly fitted or top-dose-only effect, or effect the other way, or a change in a side signal; inactive = no such curve, though single readings can be large or run the other way; the % refers to the signal ratio; note: potency is the fitted concentration of half-maximal effect; % is set by controls: 0 for no effect and ±100 for the full control effect
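Inhibition of protein-RNA binding appears as loss of TR-FRET between terbium anti-His antibody on MBNL1-His and streptavidin-XL665 on biotin-(CUG)12. Activity is normalized to buffer-only and uninhibited-complex controls.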
KCNH2 3.1 inh: qHTS for Inhibitors of KCHN2 3.1: Mutant qHTS | Potassium voltage-gated channel subfamily H member 2, brain isoform KCNH2 3.1 (human) | activity change, % (tested at about 1.8 µM) | AID 720553, 2013 | U2OS KCNH2 3.1, thallium flux FluxOr; active compounds read low | 0.95% of 340,000 active;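 active = maximum activity change below -70%; inconclusive = maximum activity change from -70% to -50%; inactive = maximum activity change above -50%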;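 note: thallium influx rate constant from kinetic fluorescence after stimulation buffer; % is set by controls: 0 for no effect and ±100 for the full control effect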
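Normalized rate constant (relative to positive and negative DMSO controls) derived from a 2 min kinetic fluorescence read after stimulation; U2OS cells expressing the 3.1 isoform via virus at 1.77 x 10^8 /mL.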
Menin MLL FP TR: qHTS Assay for Inhibitors Targeting the Menin-MLL Interaction in MLL Related Leukemias: Competition With Texas Red Labeled MLL-derived Mutant Peptide | O00255 | Menin + Texas Red MLL mutant peptide, fluorescence polarization | Potency, µM (highest dose often 61.6 µM), for the others: at the highest dose FP activity change, negative = inhibition, actives largely listed as inhibitors | 0.23% of 270,000 active | AID 1768, 2009; active = well fitted inhibition curve with a large enough effect in the polarisation, with a control signal flat, not every such curve was filed as active; inconclusive = small, poorly fitted or top-dose-only effect, or effect the other way, or a change in a side signal; inactive = no such curve, though single readings can be large or run the other way; the % refers to the polarisation; note: potency is the fitted concentration of half-maximal effect; % of control where 0% means no effect; many of its hits are not listed in these tables
Mito fusion act: qHTS Assay for Small Molecule Inhibitors of Mitochondrial Division or Activators of Mitochondrial Fusion | S. cerevisiae fusion-defective mutant growth rescue, CellTiterGlo 48 h | Potency, µM (doses to about 46.1 µM), without a hit: top-dose growth rescue (activation), hits mostly activators | 0.23% of 320,000 active;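 note: potency is the fitted concentration of half-maximal effect; % of control where 0% means no effect; nearly all actives have a fitted effect of over 45% in size; temperature-sensitive fusion mutants such as fzo1-1 at 37 °C on non-fermentable ethanol glycerol medium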
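Compounds are tested for their ability to restore growth of mitochondrial fusion-defective yeast strains at non-permissive 37C in YPEG medium over 48 hours. Viability is quantified by luciferase luminescence.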
PKM2 act: qHTS Assay for Activators of Human Muscle isoform 2 Pyruvate Kinase; purified PKM2, Kinase-Glo ATP luminescence, activation; response scale: 0% is enzyme alone, no compound; Potency, µM (highest dose often 57.5 µM), for inactives: at the top dose activation, usual class: activators; Pyruvate kinase PKM (Homo sapiens), P14618; 0.34% of 260,000 active; note: potency is the fitted concentration of half-maximal effect; % is set by controls: 0 for no effect and ±100 for the full control effect; nearly all actives have a fitted effect of over 55% in size
Target sequence (P14618 whole entry, looked up, canonical isoform): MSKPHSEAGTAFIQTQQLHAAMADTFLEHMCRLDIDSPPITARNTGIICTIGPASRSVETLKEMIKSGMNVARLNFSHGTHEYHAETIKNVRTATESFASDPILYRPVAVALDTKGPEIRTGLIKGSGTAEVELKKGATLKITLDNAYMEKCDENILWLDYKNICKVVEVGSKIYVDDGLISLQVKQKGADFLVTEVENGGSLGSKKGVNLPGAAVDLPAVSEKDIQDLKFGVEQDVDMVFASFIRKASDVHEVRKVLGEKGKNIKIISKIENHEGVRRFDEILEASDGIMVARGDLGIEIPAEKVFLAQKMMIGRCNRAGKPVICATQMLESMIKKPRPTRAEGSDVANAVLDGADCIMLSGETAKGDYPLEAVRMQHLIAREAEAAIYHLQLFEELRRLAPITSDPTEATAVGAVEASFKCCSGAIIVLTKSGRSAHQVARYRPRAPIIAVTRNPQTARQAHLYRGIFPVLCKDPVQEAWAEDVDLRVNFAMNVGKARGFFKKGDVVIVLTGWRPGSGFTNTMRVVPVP
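hPK-M2, >95% pure; 0.1 mM ADP / 0.5 mM PEP final; imidazole pH7.2 buffer w/ 7 mM MgCl2, 50 mM KCl; 1 h RT; Kinase-Glo lum. Intermediate enzyme activity for dual inhibitor/activator qHTS.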
ELG1 repair inh: qHTS screen for small molecules that inhibit ELG1-dependent DNA repair in human embryonic kidney (HEK293T) cells expressing luciferase-tagged ELG1 | Potency, µM (doses to about 46.1 µM), inactives show at the highest dose activity change, negative = inhibition, usual class: inhibitors | HEK293T ELG1-luciferase reporter, luminescence, 16 h; DNA damage induced by 5-fluorouridine | 2.3% of 330,000 active | AID 504467, 2011; note: potency is the fitted concentration of half-maximal effect; % is set by controls: 0 for no effect and ±100 for the full control effect; nearly all actives have a fitted effect of over 55% in size
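Overnight (16 hr) co-exposure of 2,000 cells/well to 5-fluorouridine and compound at 37 °C preceded detection. Luciferase was quantified via ONE-Glo luminescence; loss of signal denotes inhibition.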
NPC1 prom act: qHTS Assay for NPC1 Promoter Activators | 2.4% of 320,000 active | Potency, µM (highest dose often 9.22 µM), without a hit: top-dose activation, actives largely listed as activators | Huh7 NPC1 promoter luciferase reporter, 24 h;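 note: potency is the fitted concentration of half-maximal effect; % of control where 0% means no effect; nearly all actives have a fitted effect of over 60% in size; reporter is driven by a mutant NPC1 promoter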
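Cells: Huh7 expressing luciferase under the NPC1 promoter, 1500/well. Seeded 2 h, compound added, incubated 24 h at 37 °C. Luciferase reagent, 10 min ambient, then luminescence.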
RORgamma inh: qHTS for inhibitors of ROR gamma transcriptional activity; Drosophila S2 Gal4-RORgamma UAS-luciferase reporter, 20 h; Potency, µM (highest dose often 53.6 µM), without a hit: at the highest dose activity change, negative = inhibition, hits mostly inhibitors; 5.4% of 310,000 active; note: potency is the fitted concentration of half-maximal effect; % is set by controls: 0 for no effect and ±100 for the full control effect; nearly all actives have a fitted effect of over 60% in size
Target sequence (P51450 whole entry, looked up, the tested form may be a part): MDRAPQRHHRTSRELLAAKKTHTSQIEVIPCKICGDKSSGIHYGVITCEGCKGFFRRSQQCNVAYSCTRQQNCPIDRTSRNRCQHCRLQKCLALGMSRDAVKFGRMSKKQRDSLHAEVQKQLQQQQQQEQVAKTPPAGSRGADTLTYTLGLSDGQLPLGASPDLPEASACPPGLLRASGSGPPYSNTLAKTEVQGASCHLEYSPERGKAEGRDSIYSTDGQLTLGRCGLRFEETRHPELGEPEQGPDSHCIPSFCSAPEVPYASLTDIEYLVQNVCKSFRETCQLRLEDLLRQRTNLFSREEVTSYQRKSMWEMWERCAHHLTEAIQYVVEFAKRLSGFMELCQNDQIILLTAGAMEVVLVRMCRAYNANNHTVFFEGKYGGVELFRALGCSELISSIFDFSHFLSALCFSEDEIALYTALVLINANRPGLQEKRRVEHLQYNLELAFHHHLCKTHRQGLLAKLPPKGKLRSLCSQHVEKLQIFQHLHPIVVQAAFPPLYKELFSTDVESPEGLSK
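Schneider cells (Drosophila), stable Gal4 DBD–ROR gamma + UAS-luc; 1 hr cmpd preincubation; Cu2+ induction 700 uM final; 20 hr ambient; luminescence.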
FLuc counter: qHTS profiling assay for firefly luciferase inhibitor/activator using purifed enzyme and Km concentrations of substrates (counterscreen for miR-21 project); purified FLuc, Km substrates, luminescence inhibition; 6.9% of 360,000 active; AID 588342, 2011; Luciferin 4-monooxygenase (Photinus pyralis), P08659; Potency, µM (top dose mostly 57.5 µM), for inactives: at the top dose activity change, negative = inhibition, hits mostly inhibitors;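 note: potency is the fitted concentration of half-maximal effect; plate controls were vehicle for no effect and reference inhibitor for full effect; nearly all actives have a fitted effect of over 55% in size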
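Biochemical qHTS of compounds, final roughly 60 µM downward over six points, against 10 nM purified firefly luciferase using Km concentrations of substrates (10 uM D-luciferin, 10 uM ATP) in Tris acetate pH 7.5 buffer; luminescence output.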
VP16 counter: VP16 counterscreen qHTS for inhibitors of ROR gamma transcriptional activity; Drosophila S2 Gal4-VP16 UAS-luciferase, luminescence, 20 h; Potency, µM (titrated, usually from 53.6 µM), without a hit: top-dose activity, negative = inhibition, most hits filed as inhibitors; 3.5% of 310,000 active; AID 2546, 2010;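 note: Gal4-VP16 expression switched on by copper sulfate through the metallothionein promoter; potency is the fitted concentration of half-maximal effect; % is set by controls: 0 for no effect and ±100 for the full control effect; nearly all actives have a fitted effect of over 50% in size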
Rab9 prom act: qHTS Assay for Rab9 Promoter Activators; Huh7 Rab9 promoter-luciferase reporter, luminescence, 24 h; Potency, µM (series often up to 9.22 µM), inactives show at the highest dose activation, negative = inhibition, usual class: activators; 2.8% of 320,000 active; note: potency is the fitted concentration of half-maximal effect; % of control where 0% means no effect; nearly all actives have a fitted effect of over 60% in size
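Quantitative HTS format; Huh7 Rab9-luciferase reporter cells (1500/well) receive compound 2 h post-plating, incubate 24 h at 37 °C, then get luciferase reagent for 10 min before luminescence reading.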
Starred values were filed as active, the others as inactive; u = inconclusive; x = not tested or not shown; [ ] = dose if it differs, or a comment. Unless noted, calls come from the whole dose curve; as a rule, active = well fitted curve in the direction sought with a large enough effect; inconclusive = small, poorly fitted or top-dose-only effect, or another doubt; inactive = no such curve, though single readings can be large; an effect the other way counts as inactive or inconclusive. This is a subset (hit frequency here may not be typical).

molecule | MBNL1-CUG inh | KCNH2 3.1 inh | Menin MLL FP TR | Mito fusion act | PKM2 act | ELG1 repair inh | NPC1 prom act | RORgamma inh | FLuc counter | VP16 counter | Rab9 prom act
CC(C)Oc1ccc(Cc2cnc(=S)[nH]c2N)cc1 | -6.0% | 2.0 | -4.5% | -7.2% | -1.8% | 10.4% | -4.4% | 11.2µM* | 2.8% | -23.8% | -2.6%
CC1CCN(CC(=O)Nc2ccc(S(=O)(=O)N3CCC(C)CC3)cc2)CC1 | -3.5% | 9.5 | -9.0% | -4.9% | 0.9% | -30.0% | -0.1% | 25.5% | -0.3% | -7.0% | -2.5%
Cc1ccccc1C[n+]1cccc2ccccc21 | x | -7.0 | x | 8.8% | x | -3.2% | -6.8% | x | -2.2% | x | -19.5%
Cc1ccc(CCNC(=O)C2CCCN(S(=O)(=O)c3cccc4nsnc34)C2)cc1 (centres undefined) | 11.9% | 1.8 | u | -1.2% | -1.4% | 15.1% | 0.3% | -10.5% | 2.0% | 0.1% | 11.9%
O=[N+]([O-])c1ccc(Cl)c(/C=N/n2c(-c3cccnc3)n[nH]c2=S)c1 | 10.6% | x | -8.6% | -1.8% | -3.4% | 12.6% | -0.8% | -29.8% | 9.4% | -3.3% | -1.0%
CC(C)(O)CC[C@@H](O)[C@](C)(O)[C@H]1CC[C@@]2(O)C3=CC(=O)[C@@H]4C[C@@H](O)[C@@H](O)C[C@]4(C)[C@H]3CC[C@]12C | 9.1% | -3.0 | 4.5% | 4.3% | x | -1.0% | 2.3% | -10.9% | -0.1% | 6.4% | -2.9%
CC(=O)c1cccc(NC(=O)Nc2cccnc2)c1 | 25.1µM* | 1.8 | 13.4% | -5.1% | -8.7% | 3.66µM* | 11.8% | u | u | -7.8% | -1.4%
O=C1c2ccccc2C(=O)N1CCCn1nnc(-c2ccc(N3CCOCC3)cc2)n1 | 6.4% | 0.3 | 0.7% | -1.2% | -1.2% | u | -0.2% | -17.6% | -17.3% | -5.3% | 6.5%
O=C(c1ccccc1Sc1ccccc1[N+](=O)[O-])N1CCCCC1 | u | -3.9 | 24.3% | 1.6% | -1.1% | 4.7% | -7.4% | -8.7% | 0.9% | -15.4% | -0.6%
COC(=O)C1C(=O)c2c(C)noc2CC1(C)C (centres undefined) | u | 1.8 | -1.5% | 8.0% | -5.1% | 9.4% | 1.5% | -3.3% | -1.8% | 0.0% | 0.3%
Cc1cc(C)nc(SCc2ccc(Cl)cc2)n1 | -2.2% | -1.7 | 7.2% | -4.3% | 0.5% | 0.8% | -0.7% | 6.4% | 2.2% | 13.3% | -1.9%
NC(=O)NC(=O)C(OC(=O)CCNS(=O)(=O)c1ccccc1)c1ccccc1 (centres undefined) | x | -18.4 | x | 1.1% | x | 6.2% | -1.9% | x | 0.3% | x | -9.5%
O=C(N/N=C/c1ccco1)C(O)c1ccccc1 (centres undefined) | 15.2% | 10.9 | x | 0.2% | 5.0% | -4.5% | -2.8% | -15.6% | -1.6% | 2.7% | -4.2%
COc1cccc(NC(=S)Nc2cc(C(=O)O)ccc2N2CC3CC(C2)c2cccc(=O)n2C3)c1 (centres undefined) | -3.8% | 12.7 | u | 13.4% | -13.3% | u | 2.6% | 7.7% | -13.3% | 3.9% | 5.1%
COC(=O)CNC(=O)CSc1nc(N)cc(=O)[nH]1 | -2.3% | 3.1 | x | 0.2% | -2.1% | 0.4% | 3.4% | -13.4% | 0.5% | 0.4% | 4.9%
O=C(c1cccc(Oc2c(Cl)cccc2[N+](=O)[O-])c1)N1CCOCC1 | u | -1.7 | x | 2.1% | -1.1% | -0.7% | 1.3% | -27.9% | 3.4% | -1.4% | 3.5%
O=C(NC(=S)Nc1ccc(CN2CCOCC2)cc1)c1ccc(-c2ccc(Br)cc2)o1 | -3.6% | -4.9 | x | -3.4% | u | u | -6.8% | -25.8% | -9.4% | -14.0% | -10.2%
CC(=O)NCCC(=O)N1CCCC(CNC(=O)c2ccc(-c3ccccc3)cc2)C1 (centres undefined) | 10.5% | x | -6.4% | -7.4% | -1.8% | u | -3.6% | 2.1% | 15.1µM* | 9.6% | 10.6%
Cc1ccsc1/C=c1\sc2ncnn2c1=O | 17.1% | -9.7 | -2.5% | -4.3% | 3.3% | 0.9% | 1.8% | 5.7% | -1.9% | 0.5% | -30.8%[inhibitor]
CN(C)C(CNC(=O)c1cccc(C(F)(F)F)c1)c1ccco1 (centres undefined) | -2.6% | 4.2 | 1.0% | -3.7% | x | 1.9% | -2.0% | -9.7% | 3.3% | 8.7% | -0.7%
CCOC(=O)CCCNC(=O)COC(=O)c1cc(C)cc(C)c1 | -7.9% | -13.4 | 0.8% | -2.4% | -2.2% | 9.7% | -2.6% | 1.9% | 2.9% | -13.9% | 1.1%
C=CCSc1nccc(-c2nn(-c3ccc(C)cc3)ccc2=O)n1 | u | -5.8 | -6.6% | 9.3% | 0.6% | 7.31µM* | -8.9% | 11.9% | 0.2% | -20.1% | 1.8%
CCCC(=O)NCCc1nc2cc([N+](=O)[O-])ccc2n1C | u | -0.2 | 7.7% | -2.2% | -1.4% | -1.0% | -1.7% | 11.0% | -2.2% | -7.7% | -7.3%
COc1ccccc1-n1cc(CN2CCCC(CO)(Cc3cccc(Cl)c3)C2)cn1 (centres undefined) | -1.6% | -2.5 | -1.3% | -2.4% | -2.5% | -9.7% | 0.5% | 4.2% | 0.9% | 2.5% | -4.2%
Cc1ccc(S(N)(=O)=O)c(C)c1-n1cnnn1 | 3.0% | -6.3 | 3.6% | -0.7% | -4.0% | -3.5% | -1.5% | 11.8% | -0.2% | 7.3% | -6.1%
CC(C)(C)n1nnnc1C(c1ccncc1)N(Cc1ccccc1)Cc1ccco1 (centres undefined) | 14.4% | -18.7 | -0.4% | 9.0% | -0.6% | -0.8% | 3.1% | u | -2.1%[2.3 µM] | 8.9% | -0.2%
CCCCNC1=C(Br)C(=O)CC(C)(C)C1 | 4.0% | -26.7 | -1.1% | -10.1% | 2.9% | u | -7.6% | 12.8% | 2.4% | 10.2% | -3.7%
NC(=O)C1CC(=O)N(c2ccc(OCc3c(Cl)cccc3Cl)cc2)C1 (centres undefined) | 0.1% | 4.9 | u | -2.1% | 4.1% | -12.5% | -3.8% | 12.3% | -18.5% | 4.2% | -18.0%
CCOC(=O)c1c(NC(C)=O)no[n+]1[O-] | 0.8% | -3.4 | 0.0% | -4.4% | -0.8% | 7.5% | 0.7% | 30.3% | 9.0% | -10.3% | 1.5%
COc1ccc(OCC(Cn2cnc3ccccc32)OC(C)=O)cc1 (centres undefined) | -15.6% | 5.0 | -0.3% | 7.1% | 4.2% | -12.2% | -2.9% | 8.7% | -6.2% | 28.0% | 20.1%
NC1=NC(=O)C(Cc2cc(Cl)ccc2Cl)S1 (centres undefined) | 0.7% | -1.9 | u | 4.2% | -1.2% | 28.2% | -3.5% | 0.3% | -3.6% | -6.7% | -5.0%
CC1CN(S(=O)(=O)c2cccc(C(F)(F)F)c2)C(C)N1C(=O)N1CCOCC1 (centres undefined) | -6.0% | -2.1 | -2.1% | -0.3% | -0.1% | 8.7% | -3.2% | -28.1% | 1.9% | 14.6% | -1.8%
